# Source: PubChem BioAssay (National Center for Advancing Translational Sciences (NCATS))
# Eya2 inh: qHTS Assay for Inhibitors of the Phosphatase Activity of Eya2. recombinant Eya2, OMFP fluorescence dephosphorylation (OMFP is methylfluorescein phosphate). 330,000 tested, 0.006% active. Potency, µM (doses to about 76.9 µM), for the others: at the highest dose activity, negative = inhibition, usual class: inhibitors; further: potency means the concentration at half of the fitted maximal effect; on the % scale 0 is the no-effect control and ±100 the full control effect
# Target sequence (O00167 whole entry, looked up): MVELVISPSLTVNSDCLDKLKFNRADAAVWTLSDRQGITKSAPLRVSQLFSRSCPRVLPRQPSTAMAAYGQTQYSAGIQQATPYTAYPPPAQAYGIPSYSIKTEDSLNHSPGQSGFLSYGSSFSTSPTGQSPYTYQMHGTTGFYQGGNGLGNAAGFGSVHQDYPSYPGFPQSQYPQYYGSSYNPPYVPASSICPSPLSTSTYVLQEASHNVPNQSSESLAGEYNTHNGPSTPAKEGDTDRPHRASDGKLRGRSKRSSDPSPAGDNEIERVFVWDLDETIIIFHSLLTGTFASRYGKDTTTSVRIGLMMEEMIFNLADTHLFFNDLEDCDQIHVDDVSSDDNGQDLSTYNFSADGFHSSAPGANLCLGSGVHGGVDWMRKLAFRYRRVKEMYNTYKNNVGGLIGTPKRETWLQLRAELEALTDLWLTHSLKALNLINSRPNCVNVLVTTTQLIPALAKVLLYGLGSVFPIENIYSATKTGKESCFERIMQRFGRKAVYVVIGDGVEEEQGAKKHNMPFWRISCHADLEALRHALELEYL
#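 Eya2 (0.2 uM) preincubated 10 min at ambient with compound, then OMFP substrate added at 50 uM; 10 min reaction in 50 mM HEPES pH 7.5, 50 mM NaCl, 5 uM MgCl2, 0.05% BSA, 1 mM DTT. Fluorescence read at Ex 485/Em 525 nm.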
# Integrin act MD: qHTS for Activators of Integrin-Mediated Alleviation for Muscular Dystrophy; alpha7betagal myoblasts, beta-gal FDG fluorescence, 48 h; 350,000 tested, 0.064% active; Potency, µM (highest dose often 38.3 µM), without a hit: top-dose activation, most hits filed as activators;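 further: potency means the concentration at half of the fitted maximal effect; 100% = response of the positive control SU9516; nearly all actives have a fitted effect of over 60% in size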
#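 alpha7betagal+/- myoblasts (passage 13, 250/well) treated 48 h at 37C with compounds at 1:260 dilution of DMSO stock. Lysed, then beta-galactosidase activity read as FDG fluorescence (ex 480/em 540) after 30 min, with pre-read for autofluorescence.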
# ELG1 DNA repair: qHTS screen for small molecules that inhibit ELG1-dependent DNA repair in human embryonic kidney (HEK293T) cells expressing luciferase-tagged ELG1. 330,000 tested, 2.3% active. Potency, µM (top dose mostly 46.1 µM), for the others: top-dose activity change, negative = inhibition, hits mostly inhibitors. HEK293T ELG1-luciferase reporter, luminescence, 16 h; DNA damage induced by 5-fluorouridine; further: potency means the concentration at half of the fitted maximal effect; on the % scale 0 is the no-effect control and ±100 the full control effect; nearly all actives have a fitted effect of over 55% in size
#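 Step one: seed 2,000 cells per well. Step two: pin-transfer compound or DMSO alongside 5-fluorouridine. Step three: incubate 16 hr, 37 °C, 5% CO2. Step four: add ONE-Glo, wait 30 min, read luminescence.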
# ASM inhibitor: Inhibitors of Secretory Acid Sphingomyelinase (S-ASM): qHTS; Potency, µM (top dose mostly 57.5 µM), for the others: top-dose activity change, negative = inhibition, actives largely listed as inhibitors; Sphingomyelin phosphodiesterase (Homo sapiens), P17405; 340,000 tested, 0.006% active; AID 504937, 2011; placental ASM, HMU-PC fluorogenic substrate, 60 min; further: potency means the concentration at half of the fitted maximal effect
# Target sequence (P17405 47-631 limits assumed): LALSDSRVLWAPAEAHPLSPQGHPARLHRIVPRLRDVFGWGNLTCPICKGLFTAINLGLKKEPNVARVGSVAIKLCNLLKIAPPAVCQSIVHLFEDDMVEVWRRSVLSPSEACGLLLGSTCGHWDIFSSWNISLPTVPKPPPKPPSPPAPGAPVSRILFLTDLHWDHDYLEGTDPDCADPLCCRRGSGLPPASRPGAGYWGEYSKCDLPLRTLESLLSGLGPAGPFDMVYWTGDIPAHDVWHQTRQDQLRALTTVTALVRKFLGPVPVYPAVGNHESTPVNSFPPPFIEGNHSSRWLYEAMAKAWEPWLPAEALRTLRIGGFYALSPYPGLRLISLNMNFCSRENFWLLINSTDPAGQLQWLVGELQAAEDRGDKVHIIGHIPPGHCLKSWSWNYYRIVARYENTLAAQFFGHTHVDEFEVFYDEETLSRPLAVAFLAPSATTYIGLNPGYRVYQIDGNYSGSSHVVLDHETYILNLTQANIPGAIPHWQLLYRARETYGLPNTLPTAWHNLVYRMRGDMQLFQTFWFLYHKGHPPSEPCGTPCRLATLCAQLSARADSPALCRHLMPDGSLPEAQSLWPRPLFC
#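 qHTS format. ASM enzyme prepared from human placenta hydrolyses the fluorogenic substrate HMU-PC0 (9 uM final) over 60 min at 37 °C after a 10 min compound preincubation.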
# A-T KAP1 phos: qHTS Assay for Identifying a Potential Treatment of Ataxia-Telangiectasia | 320,000 tested, 0.19% active | AID 485349, 2010 | Potency, µM (titrated, usually from 57.5 µM), for the others: top-dose activation, usual class: activators | […] A-T fibroblasts, KAP-1 phosphorylation AlphaLISA; neocarzinostatin DNA damage 30 min before lysis; further: potency means the concentration at half of the fitted maximal effect; % of control where 0% means no effect; nearly all actives have a fitted effect of over 45% in size
#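 ATM-like activity read as KAP-1 phosphorylation via AlphaLISA donor/acceptor antibody pairs after lysis and 6 hr at 25C. Cells were ATM-null patient fibroblasts ([…], hTERT), dosed 60 min, then exposed to the DSB inducer NCS for 30 min.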
# TCR activator: Activators of T cell receptors: qHTS campaign; Potency, µM (series often up to 9.22 µM), for inactives: top-dose activation of IL-2 secretion, actives largely listed as activators; AID 504894, 2011; 330,000 tested, under 10 active; primary human leukocytes, anti-CD3, IL-2 HTRF, 48 h; further: % of control where 0% means no effect
#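 IL-2 produced over 48 hr by a-CD3 bead-stimulated primary human leukocytes exposed to compounds was detected with a homogeneous time-resolved FRET immunoassay, 665nm acceptor signal after 320nm excitation.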
# Tb PFK block: qHTS Assay to Find Inhibitors of T. brucei phosphofructokinase; ATP-dependent 6-phosphofructokinase (Trypanosoma brucei brucei), O15648; T. brucei PFK, ADP-Glo luminescence; Potency, µM (top dose mostly 57.5 µM), for inactives: top-dose activity, negative = inhibition, usual class: inhibitors; 330,000 tested, 0.17% active; AID 485367, 2010;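 further: potency means the concentration at half of the fitted maximal effect; 0% = uninhibited 1x PFK enzyme wells and -100% = no-enzyme wells; nearly all actives have a fitted effect of over 60% in size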
#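 PFK 1.25 nM, F6P 0.5 mM, ATP 0.1 mM, 0.1 M TEA pH 8.0, 5 mM MgCl2, 0.01% Tween20, 0.1% BSA; 45 min RT. ADP-Glo readout. qHTS titration up to 57 uM; curves fitted, compounds curve-classed.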
# TSG101-PTAP inh: qHTS Assay for Iinhibitors of HIV-1 Budding by Blocking the Interaction of PTAP/TSG101 | Fluorescence polarization, FITC-PTAP peptide / Tsg101 binding | 340,000 tested, under 10 active | Potency, µM (series often up to 115 µM), for the others: top-dose activity change, negative = inhibition, most hits filed as inhibitors; active means well fitted inhibition curve with a large enough effect in the main read-out, with a control signal flat, not every such curve was filed as active; inconclusive means small, poorly fitted or top-dose-only effect, or effect the other way, or a change in a side signal; inactive means no such curve, though single readings can be large or run the other way; further: potency means the concentration at half of the fitted maximal effect; % of control where 0% means no effect
#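 Fluorescence anisotropy tracks displacement of a FITC-tagged PTAP peptide (50 nM) from the Tsg101 binding domain (10 uM), following a 20 min room-temperature incubation at pH 7.5.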
# TSHR antag: Antagonists of the Thyroid Stimulating Hormone Receptor: HTS campaign. Thyrotropin receptor (Homo sapiens), P16473. TSHR-expressing cells, TSH-stimulated cAMP HTRF, 2 h; hits give low values. activity change, negative = inhibition, % at 11.5 µM. 330,000 tested, 0.2% active;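 active means activity change below a set negative limit, meaning inhibition stronger than a set level, cut at about -70% in these data; inconclusive means activity change between two set negative limits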; further: on the % scale 0 is the no-effect control and ±100 the full control effect
#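 TSHR-expressing cells, 200/well, pre-treated with compound, then stimulated with EC80 TSH (4nM final) for 2 hours at 37 deg C. cAMP measured by competitive HTRF: anti-cAMP cryptate antibody in lysis buffer plus cAMP-d2, read after 30 minutes at room temperature.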
# Mito fusion yeast: qHTS Assay for Small Molecule Inhibitors of Mitochondrial Division or Activators of Mitochondrial Fusion | Potency, µM (series often up to 46.1 µM), for the others: at the highest dose growth rescue (activation), actives largely listed as activators | S. cerevisiae fusion-defective mutant growth rescue, CellTiterGlo 48 h | 320,000 tested, 0.23% active;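 further: potency means the concentration at half of the fitted maximal effect; % of control where 0% means no effect; nearly all actives have a fitted effect of over 45% in size; temperature-sensitive fusion mutants such as fzo1-1 at 37 °C on non-fermentable ethanol glycerol medium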
#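 Luminescent cell viability in 1536-well qHTS format served as the measure of rescued growth in ts fusion-mutant S. cerevisiae cultured on non-fermentable YPEG for 48 hours at 37C.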
# BCR signal inh: qHTS Assay to Find Inhibitors of Chronic Active B-Cell Receptor Signaling | ABC-DLBCL IkBa-CBG/CBR reporter, luminescence ratio, 4 h | Potency, µM (highest dose often 46.1 µM), inactives show top-dose ratio change, negative = lower green/red ratio, actives largely listed as inhibitors | 340,000 tested, 0.05% active; active means well fitted inhibition curve with a large enough effect in the signal ratio, with a control signal flat, not every such curve was filed as active; inconclusive means small, poorly fitted or top-dose-only effect, or effect the other way, or a change in a side signal; the % refers to the signal ratio;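 further: potency means the concentration at half of the fitted maximal effect; plate controls were basal doxycycline-induced cells for no effect and cells given 10 µM MG132 for full effect; MG132 reads +100%, hits lower the ratio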
#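 TMD8 ABC-DLBCL cells carrying doxycycline-inducible green luciferase fused to IkappaBalpha plus unfused red luciferase were exposed to compounds (up to 46 uM) for 4 hrs at 37C. Activity came from the overlap-corrected green/red luminescence ratio.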
# Active calls of the source: *; ? = inconclusive; . = not tested or not shown; [ ] = another dose, or the depositor's remark. Unless noted, the call rests on the fitted dose curve; in most records, active means well fitted curve in the direction sought with a large enough effect; inconclusive means small, poorly fitted or top-dose-only effect, or another doubt; inactive means no such curve, though single readings can be large; an effect the other way counts as inactive or inconclusive.
# Below each SMILES – Eya2 inh	Integrin act MD	ELG1 DNA repair	ASM inhibitor	A-T KAP1 phos	TCR activator	Tb PFK block	TSG101-PTAP inh	TSHR antag	Mito fusion yeast	BCR signal inh
> CCc1ccc(Nc2nc(C)cc(C)n2)cc1
    -9.0%	31.9%	?	4.0%	9.6%	-9.5%	-4.7%	0.8%	15.3	-2.1%	8.8%
> O=C(C1CCCN(S(=O)(=O)c2cccc3nonc23)C1)N1CCN(c2ccccc2)CC1 (configuration not stated)
    2.5%	-12.0%	?	-4.3%	-1.2%	2.2%	2.2%	-3.5%	-7.3	3.3%	2.0%
> Cc1c(C(=O)NCc2ccccn2)oc2c(Cl)cccc12
    -3.8%	8.2%	?	-2.2%	-5.2%	-24.4%	-2.9%	-2.5%	8.2	-4.3%	-0.1%
> COc1ccc(NC(=O)C2CCCN(S(=O)(=O)c3c(C)n[nH]c3C)C2)cc1OC (configuration not stated)
    -22.8%	-9.5%	.	-0.7%	4.4%	0.3%	6.9%	1.7%	14.2	13.1%	-12.3%
> O=C(NCc1cccnc1)C1CCCCN1S(=O)(=O)c1ccc(F)cc1 (configuration not stated)
    1.0%	-2.7%[7.66 µM]	-10.2%	4.5%	7.1%	-0.9%	3.4%	-0.6%	6.1	-2.0%	3.4%
> COc1ccccc1CC(=O)NNC(=O)c1ccco1
    14.1%	3.6%	11.8%	-3.7%	9.1%	-1.2%	1.3%	-3.9%	2.1	2.2%	-1.9%
> O=C(NNC(=O)c1ccccc1-n1cccc1)c1cccc(Cl)c1
    -1.6%	-44.8%	-6.7%	-1.0%	6.9%	3.3%	-4.0%	-1.3%	-9.5	-2.1%	11.4%
> CCS(=O)(=O)N1Cc2ccccc2CC1C(=O)Nc1ccc(NC(C)=O)cc1 (configuration not stated)
    -12.9%	24.0%	5.3%	-2.4%	2.1%	-6.2%	10.0%	-5.6%	1.9	-0.6%	2.7%
> CCN1CCN(P2(=O)C=C(c3ccccc3)OC(c3ccccc3)=C2)CC1
    -5.6%	-1.2%	24.7%	3.5%	-3.8%	0.3%	-0.1%	-6.9%	20.6	-3.4%	6.7%
> CCCCN(C)C1CCN(C(=S)Nc2cccc(SC)c2)CC1
    1.7%	1.6%	-5.2%	-1.7%	3.7%	0.2%	-2.2%	-3.4%	4.6	0.3%	-15.6%
> CC1=CC(C)(C)NC(=S)N1c1ccccc1
    16.1%	9.5%	-0.6%	2.9%	-5.0%	-1.0%	3.8%	-10.1%	7.1	-2.6%	-3.3%
> CN(C)c1ccnc(Oc2ccc(F)cc2)c1C#N
    -6.7%	-31.6%	?	-1.5%	-8.8%	-2.1%	3.2%	-9.7%	21.2	3.2%	2.0%
> CCC1=C2CC[C@H]3C(=O)N(C)C(=O)[C@H]3[C@H]2[C@@]2(Cc3ccccc3)C(=NCCOC)OC(=O)N2C1=O
    -2.1%	9.5%	23.3%	-2.5%	41.9%	2.2%	3.9%	-1.2%	-0.1	18.4%	7.8%
> Cc1cc(C(F)(F)F)n(-c2nc(C(=O)Nc3cccnc3)cs2)n1
    -0.1%	9.0%	-14.9%	4.8%	2.0%	.	-9.0%	-1.9%	-11.0	9.6%	0.8%
> Cc1cc(=O)n2[nH]cnc2n1
    -7.8%	18.9%	?	6.2%	-0.5%	-6.3%[46.1 µM]	-13.4%	-0.9%	7.0	-1.6%	1.4%
> CCOC(=O)c1sc(NC(=O)CCCCl)nc1C
    -11.4%	3.8%	20.8%	-2.4%	-3.5%	-0.9%[46.1 µM]	3.5%	-3.4%	11.0	4.2%	-5.3%
> Cc1cc(C)c(NC(=O)CSCc2c(C)noc2C)c(Cl)c1
    16.4%	26.2%	17.1%	5.8%	-0.2%	-7.6%	-2.1%	1.8%	1.3	2.7%	-0.3%
> O=C(Nc1cccnc1)c1ccc(NS(=O)(=O)c2cccc([N+](=O)[O-])c2)cc1
    10.2%	1.7%	9.9%	-6.2%	0.6%	-4.7%	6.5%	0.0%	-2.2	-3.0%	23.3%
> Cc1nc2cc(NC(=O)Nc3cccc4ccccc34)ccc2n1C
    6.0%	8.1%	?	-4.9%	4.6%	-6.4%	-3.4%	-2.9%	-4.5	5.4%	?
> CCOC(=O)Cc1csc(NC(=O)c2cccc([N+](=O)[O-])c2)n1
    -8.7%	-7.0%	?	0.9%	-4.3%	-9.1%	-0.5%	-2.8%	-2.6	9.7%	6.9%
> COc1ccc(S(=O)(=O)NCC2CCC(C(=O)O)CC2)cc1 (configuration not stated)
    -6.5%	-23.3%	2.7%	0.0%	0.0%	3.5%	0.1%	-0.3%	-0.7	-12.2%	-0.5%
> O=C(CSc1nnc(NC(=O)c2c(F)cccc2F)s1)NC1CCCC1
    0.7%	19.2%	8.8%	0.0%	-0.5%	2.4%	-1.8%	-1.6%	-2.1	-7.0%	2.1%
> Cc1cc(F)ccc1NCc1ccccc1[N+](=O)[O-]
    4.3%	-27.2%	-5.9%	-6.7%	-2.7%	-0.2%	-2.7%	1.0%	22.0	14.7%	3.7%
> COc1cc2[nH]c(=O)n(Cc3ccc(C(=O)NCCCN4CCN(C)CC4)cc3)c(=O)c2cc1OC
    8.5%	-0.3%	-2.7%	2.8%	.	-0.5%	3.0%	-4.5%	9.8	-1.5%	10.1%
> CCOC(=O)C1C(=O)CC(C)(O)C(C(=O)OCC)C1c1cccc(OC)c1 (configuration not stated)
    -3.5%	3.4%	0.0%	4.7%	0.4%	1.9%	0.0%	-5.6%	.	-2.2%	3.9%
> Cc1ccc(S(=O)(=O)N2CCN(C(=O)Cc3ccccc3)CC2)cc1C
    -0.8%	14.9%	10.6%	4.1%	-1.0%	-5.4%	2.5%	-0.1%	-10.7	-0.8%	?
> O=S(=O)(c1ccc(Cl)nc1)N(Cc1ccccc1)Cc1ccccc1
    -1.9%	-24.8%	-6.9%	-1.2%	2.7%	1.4%[46.1 µM]	-0.2%	0.3%	17.8	14.4%	?
> COc1ccc(C2=NCCn3nc4cc([N+](=O)[O-])ccc4c32)cc1
    -3.7%	9.2%	10.2%	2.5%	-2.2%	1.8%	?	0.5%	11.2	5.8%	2.5%
> Cc1ccc(-c2[nH]c(=O)n3ccncc23)s1
    -9.1%	7.6%	16.9%	54.2%[activator]	13.8%	-96.8%	14.8%	-17.7%	-25.9	0.9%	?
> O=C(O)CCCNC(=O)c1ccccn1
    21.4%	17.5%	5.8%	3.5%	-5.9%	.	-4.2%	1.1%	-2.0	-4.1%	4.2%
> COC(=O)c1ccccc1NC(=O)c1ccccc1OC
    -18.9%	3.9%	9.7%	-2.0%	10.7%	6.6%	-4.3%	-6.6%	-3.1	16.1%	-6.8%
> COc1ccc(S(=O)(=O)N2CCOCC2)cc1NC(=O)COC(=O)CCOc1ccc(C)cc1
    -0.9%	-16.5%	0.0%	-7.2%	.	1.8%	-7.3%	0.5%	4.9	-1.7%	14.6%
> CNC(=O)C1CN(C(=O)c2cccc(S(=O)(=O)N3c4ccccc4CC3C)c2)c2ccccc2O1 (configuration not stated)
    -10.2%	10.8%	-13.8%	-2.5%	-2.3%	.	-5.8%	-1.4%	-4.4	1.9%	0.2%

# Not a hit list. About 3.2% of those tested had a hit in this group.
